High-throughput results (PubChem BioAssay)
UHRF1 binding: human UHRF1 methylated DNA binding inhibitors | 0.75% of 370,000 active | AID 687016 | Q96T88 | inhibition, % at 4.4 µM | UHRF1 binding to methylated oligo, TR-FRET; in the data active means inhibition above about 21%;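 further: UHRF1 SRA domain binding a hemimethylated CpG hairpin DNA probe; 0% = median of test compound wells and 100% = reference inhibitor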
Target sequence (Q96T88 whole entry, looked up, the tested form may be a part): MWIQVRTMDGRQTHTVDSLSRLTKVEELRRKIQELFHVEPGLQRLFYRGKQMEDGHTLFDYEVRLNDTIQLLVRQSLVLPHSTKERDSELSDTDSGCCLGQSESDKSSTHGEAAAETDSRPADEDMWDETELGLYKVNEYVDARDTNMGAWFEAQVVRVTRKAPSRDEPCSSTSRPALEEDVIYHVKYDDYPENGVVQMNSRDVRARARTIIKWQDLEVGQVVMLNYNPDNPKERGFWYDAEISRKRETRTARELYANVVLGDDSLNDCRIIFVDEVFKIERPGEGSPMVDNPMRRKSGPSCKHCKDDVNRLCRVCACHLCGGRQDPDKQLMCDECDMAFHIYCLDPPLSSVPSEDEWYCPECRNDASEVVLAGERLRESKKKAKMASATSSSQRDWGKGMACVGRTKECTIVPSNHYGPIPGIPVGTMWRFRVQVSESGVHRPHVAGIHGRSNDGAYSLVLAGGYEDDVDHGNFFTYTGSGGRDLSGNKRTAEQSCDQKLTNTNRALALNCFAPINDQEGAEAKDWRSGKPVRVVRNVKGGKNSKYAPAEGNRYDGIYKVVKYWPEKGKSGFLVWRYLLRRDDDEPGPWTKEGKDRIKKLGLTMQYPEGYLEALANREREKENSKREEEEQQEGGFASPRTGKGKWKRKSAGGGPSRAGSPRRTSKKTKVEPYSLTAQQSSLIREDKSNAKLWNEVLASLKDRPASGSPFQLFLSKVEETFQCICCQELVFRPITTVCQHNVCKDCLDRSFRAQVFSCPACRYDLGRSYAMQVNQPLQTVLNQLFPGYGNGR
LEDGF integ inh: blocks HIV-1 LEDGF/p75-dependent DNA integration | TR-FRET IN-LEDGF/p75 DNA integration, Eu/Cy5 | inhibition, % at 3.7 µM | 0.64% of 370,000 active;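 active means inhibition above the screen-wide mean plus 3 SD, cut at about 13% in these data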;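 further: signal is the Cy5 over europium emission ratio at 671 and 618 nm; 0% = plate median of compound wells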
mABHD4 FP: inhibits mouse alpha/beta hydrolase domain 4; inhibition, % at 8.92 µM; purified mABHD4, FP-Rh probe fluorescence polarization; 0.54% of 370,000 active;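 active means inhibition exceeding the mean over every tested compound plus 3 SD, cut at about 30% in these data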;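 further: 0% = plate median of compound wells and 100% = S159A mutant with DMSO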
Target sequence (Q8VD66 whole entry, looked up, the tested form may be a part): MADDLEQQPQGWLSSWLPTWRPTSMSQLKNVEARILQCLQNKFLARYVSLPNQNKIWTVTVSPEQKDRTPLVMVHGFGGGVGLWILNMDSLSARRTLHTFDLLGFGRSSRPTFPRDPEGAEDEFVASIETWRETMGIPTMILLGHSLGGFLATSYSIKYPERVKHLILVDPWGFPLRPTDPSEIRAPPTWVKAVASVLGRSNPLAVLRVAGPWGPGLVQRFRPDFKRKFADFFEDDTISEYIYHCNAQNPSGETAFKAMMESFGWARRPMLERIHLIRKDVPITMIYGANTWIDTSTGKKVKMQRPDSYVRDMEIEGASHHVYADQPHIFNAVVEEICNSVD
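system = mouse ABHD4 enzyme, wild type | medium = HEPES pH 7.0, NaCl, Pluronic buffer | also added = FP-Rh probe | incubation = Enzyme–compound pre-incubation 45 min, then probe 60 min, both 25 °C | technique = fluorescence polarization, excitation 525 nm, emission 598 nm, BODIPY TMR filters | controls = S159A mutant high control, sample median low control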
Rev-erbA mod: modulators of human Rev-erb alpha DNA binding. P20393. Rev-erbα–FITC-DNA binding, fluorescence polarization, 90 min. activity, % at 10 µM. 0.79% of 370,000 active;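 active means activity above about 14%, limit read from the data; passing the limit was not always enough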;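 further: 0% = DMSO wells with 35 nM protein and 100% = DMSO wells with 750 nM protein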
MBD2 inh: blocks human MBD2 binding to methylated DNA; Q9UBB5; TR-FRET, MBD2 binding to methylated oligonucleotide; inhibition, % at 4.4 µM; 0.31% of 370,000 active; AID 686964; in the data active means inhibition above about 13%
HTRA1 inhibitor: HTRA1 (human) protease inhibition; inhibition, % at 5.96 µM; recombinant HTRA1, FP-rhodamine activity-based probe, fluorescence polarization; 0.5% of 340,000 active; in the data active means inhibition above about 36%;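 further: 0% = enzyme with DMSO and 100% = wells lacking enzyme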
rCAG RNA binder: r(CAG) repeat RNA binding. TO-PRO-1 dye displacement fluorescence. inhibition, % at 3 µM. 1.3% of 370,000 active;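 active means inhibition above the plate cutoff, the mean of all test compounds on that plate plus 3 SD, cut at about 35% in these data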;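 further: 0% = DMSO alone and 100% = 100 µM mitoxantrone as full dye displacement; higher means more dye released from RNA so lower well fluorescence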
PRMT1 inh: blocks human protein arginine methyltransferase 1; recombinant PRMT1, activity-based probe fluorescence polarization; inhibition, % at 2.79 µM; 1.3% of 370,000 active; AID 652257;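 active means inhibition above about 21% made by adding two undisclosed values, limit read from the data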
PG9 binder: binds the HIV-1 gp120 antibody PG9; TR-FRET gp120-PG9 antibody binding; 0.43% of 360,000 active; inhibition, % at 6.7 µM; in the data active means inhibition above about 8.5%
TCR-CD3 inh: blocks the human TCR-CD3 interaction; AID 651800; inhibition, % at 9.4 µM; 0.37% of 360,000 active; TAMRA-labeled TCR probe fluorescence, biochemical; in the data active means inhibition above about 19%;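 further: recombinant mutant TCR 2C K166C tagged with TAMRA read by polarization; 0% = receptor in buffer alone and 100% = receptor with positive control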
Numbers without * were called inactive; / = not tested or not shown. Not all compounds are listed. The share of hits here may be higher or lower than overall.

Results follow in this order: PRMT1 inh	UHRF1 binding	MBD2 inh	Rev-erbA mod	rCAG RNA binder	TCR-CD3 inh	mABHD4 FP	HTRA1 inhibitor	LEDGF integ inh	PG9 binder
#1 CCc1ccc(NC(=O)CSc2nnc(-c3cnccn3)n2Cc2ccco2)cc1
    4	-3	1	10	-1	9	-3	-6	0	14*
#2 O=C(Nc1ccc2c(c1)OCO2)c1cc(C2CC2)on1
    5	0	0	1	3	1	3	-1	-3	1.3
#3 CCN(CC(=O)Nc1c(F)cccc1F)C(=O)C1CC(=O)N(c2ccc3c(c2)OCCO3)C1 (stereo not given)
    -2	-1	1	-2	-3	7	-4	0	1	-0.6
#4 O=C(CCc1nnc(-c2ccc3c(c2)OCO3)o1)N1CCC(c2ccc(F)cc2)C1 (stereo not given)
    -3	-1	-3	3	-8	1	-10	-3	7	-1.7
#5 NC(=O)C1CCN(C(=O)c2cc(-c3ccc(Cl)s3)nc3ccccc23)CC1
    3	-4	-7	-1	5	-3	3	-8	2	0.5
#6 CCc1noc(C)c1C(=O)OC(C)C(=O)c1c(C)[nH]c2ccccc12 (stereo not given)
    -4	12	2	3	2	9	-13	-9	0	-0.1
#7 CCCCc1ccc(NC(=O)CC(C)C)cc1
    -2	0	1	-1	-8	7	-3	-7	-7	-4.2
#8 O=C(Nc1cccc2cccnc12)c1ccccc1Cl
    5	2	6	7	0	-4	-7	/	1	-1.2
#9 O=C(CCCN1C(=O)/C(=C/c2ccccc2)SC1=S)N1CCOCC1
    3	-1	-3	-3	-2	-8	-6	-8	-8	-2.3
#10 COc1ccc(N(C)C(=O)Nc2ccc3c(c2)nnn3C)cc1
    -2	8	-3	1	2	-11	1	3	6	-2.8
#11 COCCn1c(C)cc(C(=O)CSc2nc(C)c(C)c(C)n2)c1C
    21	6	-2	2	-3	-3	4	5	-3	3.9
#12 Cc1cc(Cl)ccc1OCCCC(=O)NCC1CCCO1 (stereo not given)
    -4	0	-3	-3	-6	3	-1	1	-1	-1.8
#13 COc1ccccc1NC(=O)Nc1cccnc1
    8	2	4	-7	-1	-5	-6	4	-4	-0.9
#14 Oc1ccccc1C=NN1CCCCCC1
    0	2	2	-5	-1	-4	4	-5	-6	-0.7
#15 CCc1ccc2oc(=O)cc(CN3CCN(CCO)CC3)c2c1
    -4	1	0	5	-3	-1	2	9	1	0.8
#16 CC(C)CNC(=O)[C@H](Cc1ccccc1)NC(=O)c1ccco1
    -3	2	0	-3	0	-7	5	1	2	-1.3
#17 COc1ccccc1-c1ccc(OCCCN2CCC(C(O)(c3ccccc3)c3ccccc3)CC2)cc1
    -4	-3	6	8	5	2	23	/	1	-0.6
#18 CCCCCCCC(=O)Nc1cc(C(=O)NCCC)ccc1N1CCC2(CC1)CC(c1ccccc1)=NO2
    2	21*	12	-4	8	3	3	0	6	-0.2
#19 CCCCOC(=O)CSCC(=O)Nc1cc(C)on1
    3	-2	3	-1	-3	-4	1	2	-2	0.8
#20 O=C(O)C1CCN(C(=O)c2ccc3c(c2)OCO3)CC1
    -1	1	5	-6	-2	1	2	-1	4	1.1
#21 Cc1ccc(C(=O)N/C(=C\c2ccccc2)C(=O)NCc2ccncc2)cc1
    2	3	2	-1	5	-3	2	5	2	0.0
#22 COC(=O)c1ccccc1NC(=O)CSc1nc(NC(=O)c2ccccc2)c2c(C)c(C)oc2n1
    -1	-2	-9	8	3	6	-2	-1	0	0.4
#23 CCCNC(=O)Nc1ccc(C)cc1C
    5	2	1	3	0	-3	-2	2	-5	-0.7
#24 COc1ccc(-c2cnc(SCCNC(=O)c3ccc4c(c3)OCO4)[nH]2)cc1
    0	-2	-6	1	4	2	11	-2	1	-3.8
#25 CN1CCN(c2ncnc3c2ncn3[C@H]2CN(Cc3cccs3)C[C@@H](CO)O2)CC1
    -4	0	-1	-4	0	4	2	/	-5	0.7
#26 CCCn1c(N)c(C(=O)CSc2ncc(C(F)(F)F)cc2Cl)c(=O)[nH]c1=O
    4	0	3	10	0	1	-2	0	-5	0.8
#27 OCCCn1c(CCNc2nc(-c3ccc(F)cc3)cs2)nc2cc(C(F)(F)F)ccc21
    4	5	1	4	7	-9	-10	-13	1	0.7
#28 Cc1ccc(N2CC(O)Cn3c2nc2c3c(=O)n(C)c(=O)n2C)cc1 (stereo not given)
    -2	3	-1	-1	6	-1	3	9	0	-0.8
#29 Cc1nc(CC(=O)Nc2nccs2)cs1
    0	-1	8	-2	2	-6	-3	3	-3	1.1
#30 O=C(CC1C(=O)NCCN1Cc1cccc(C(F)(F)F)c1)NCCCOc1cccnc1 (stereo not given)
    2	1	8	0	-2	-4	-3	6	-5	-0.5

Whole records, quoted from the list. Order of values: PRMT1 inh | UHRF1 binding | MBD2 inh | Rev-erbA mod | rCAG RNA binder | TCR-CD3 inh | mABHD4 FP | HTRA1 inhibitor | LEDGF integ inh | PG9 binder
O=C(Nc1cccc2cccnc12)c1ccccc1Cl is listed as 5 | 2 | 6 | 7 | 0 | -4 | -7 | / | 1 | -1.2
O=C(CCc1nnc(-c2ccc3c(c2)OCO3)o1)N1CCC(c2ccc(F)cc2)C1 (stereo not given) is listed as -3 | -1 | -3 | 3 | -8 | 1 | -10 | -3 | 7 | -1.7

Carrying on.
Results follow in this order: PRMT1 inh	UHRF1 binding	MBD2 inh	Rev-erbA mod	rCAG RNA binder	TCR-CD3 inh	mABHD4 FP	HTRA1 inhibitor	LEDGF integ inh	PG9 binder
#31 CCC(=O)Nc1nnc(Cc2ccccc2)s1
    0	-1	1	-2	1	2	2	3	0	-1.4
#32 O=S(=O)(NCc1ccccc1)c1ccc2c(c1)OCCO2
    0	1	-5	-2	0	4	-2	-1	-2	-1.3
#33 COc1ccc(NC(=O)c2cnc3sccn3c2=O)cc1
    1	-1	2	5	-1	2	3	-2	-3	-0.7
#34 O=[N+]([O-])c1cccc(-c2cn3ccccc3n2)c1
    3	-1	2	1	4	7	-3	0	2	-3.6
#35 CCOc1cc(/C=C(\C#N)C(=O)Nc2cccc(C(=O)O)c2)ccc1OCc1ccc(Br)cc1
    -4	3	2	-2	-1	-2	-5	2	0	-0.5
#36 CCOC(=O)/C(C#N)=C/c1ccc(SC)cc1
    1	3	1	-2	0	-5	-1	2	5	-1.2
#37 COc1ccc(NC(=O)CN(C)C(=O)CNC(=O)c2ccc3ccccc3c2)cc1
    2	2	3	2	-1	-3	3	-4	2	2.8
#38 O=S1(=O)CCOCCCN1Cc1ccc(Cl)cc1
    1	3	2	-4	1	0	-4	-3	1	0.6
#39 O=C(NC1CC2CCCC(C1)N2C(=O)Nc1ccccc1Cl)C1CC1 (stereo not given)
    -1	0	-4	2	12	3	4	-4	1	-1.4
#40 CCOc1ccc(C(=O)Nc2nnc(S(=O)(=O)Nc3ccccc3C)s2)cc1
    2	-2	3	-2	31	-8	-10	-8	1	-1.0
#41 O=C(CSc1ncn[nH]1)Nc1ccc2c(c1)OCCO2
    0	-1	7	1	0	-4	3	-1	2	2.0
#42 CNC(=S)Nc1ccccc1-c1ccccc1
    1	-1	2	-4	-1	-1	11	-2	0	0.0
#43 Cc1cc(C(=O)N/N=C/c2ccc3c(c2)OCO3)c(C)n1-c1ccc(F)cc1
    1	-9	-1	/	9	6	1	-2	-3	-1.3
#44 COCCNC(=O)C1(C)CCCN(C(=O)c2ccc(N(C)C)cc2)C1 (stereo not given)
    3	1	6	-3	-3	-3	-1	/	-4	-2.0
#45 O=C(COc1ccc(-c2ccccc2)cc1)NNC(=O)Nc1ccccc1
    3	1	3	-4	6	-9	-29	-14	-14	1.2
#46 CCN(CC(=O)NCc1cccs1)C(=O)COc1ccc(C(C)=O)cc1
    0	1	-1	-3	0	-3	-2	-3	-5	1.3
#47 Cc1c[nH]c2cccc(-c3ccc4c(c3)OCO4)c12
    -1	-2	-5	5	3	/	-4	/	0	/
#48 O=C(COc1ccccc1F)Nc1nc(-c2ccccn2)cs1
    16	1	-2	-8	9	-11	-1	15	1	1.1
#49 COc1ccc(OC)c(NC(=O)CSc2nncc3ccc(OC)c(OC)c23)c1
    55*	3	2	-5	0	11	43*	44*	0	-0.3
#50 O=S(=O)(c1ccccc1F)N1CCC(Oc2ccc(-n3cnnn3)cc2)CC1
    -1	-3	-5	2	3	8	-10	-6	1	0.6
#51 COc1cccc(CNCCc2c[nH]c3ccccc23)c1OCc1ccccc1
    2	-1	-1	-1	6	0	12	-4	-1	-1.1
#52 Cc1ccccc1NC(=O)c1ccc(F)c(S(=O)(=O)N2CCCCC2)c1
    8	5	8	0	-1	-9	-11	-7	-5	-0.7
#53 CCOC(=O)C1=CSC2=NS(=O)(=O)CCN12
    2	-1	1	-3	1	2	4	4	0	-0.2
#54 Brc1ccc(-c2nc(-c3ccccn3)no2)o1
    4	-2	-3	-4	1	-1	-14	-4	0	-0.2
#55 O=C(O)c1ccccc1-n1cnnn1
    1	9	2	0	3	-6	2	3	0	1.8
#56 Cc1ccccc1C(=O)NC1CC2CCCC(C1)N2Cc1ccccc1Cl (stereo not given)
    -6	-1	0	-3	0	1	-3	-2	-1	1.2
#57 Cc1ccc(-c2nc3c(c(=O)[nH]c(=O)n3CC(C)C)n2CC(C)C)cc1[N+](=O)[O-]
    0	-1	-2	-2	-2	4	1	1	1	-1.8
#58 Cc1ccc(CCNC(=O)CCS(=O)(=O)c2ccc3c(c2)oc(=O)n3C)cc1
    -1	-1	3	-1	-1	0	2	3	-3	-1.6
#59 CN(CC(=O)Nc1ccc(C(N)=O)cc1)S(=O)(=O)c1ccc2c(c1)OCCO2
    -4	1	3	-4	2	2	-8	6	1	-1.2
#60 CCOc1ccccc1Oc1cn[nH]c1-c1ccc(OC)cc1O
    2	2	-1	2	5	-6	-5	-1	-1	1.5
#61 CCOC(=O)C1Nc2ccc(C(F)(F)F)cc2C2c3ccccc3CC12 (stereo not given)
    -1	-2	0	36*	-1	-4	4	-1	0	-1.2
#62 NC(=O)c1ncn([C@@H]2O[C@H](C(=O)N3CCN(Cc4ccccn4)CC3)[C@@H](O)[C@H]2O)n1
    -3	1	-3	-11	3	2	-1	/	1	-0.4
#63 O=C(O)c1cccc(NC(=S)NC(NC(=O)c2ccco2)C(Cl)(Cl)Cl)c1 (stereo not given)
    7	1	5	-5	7	-3	-2	1	3	-2.3
#64 CCCCn1c2ccccc2c2nnc(SCCN3CCCCC3)nc21
    4	0	-5	-7	6	-1	9	-7	5	0.0
#65 O=C(Cn1ncc2c([nH]c3ccccc32)c1=O)N1CCCCC1
    6	1	-1	2	2	-9	8	2	-2	-0.2
#66 O=C(N/N=C1/CC2CCC1C2)c1cc2ccccc2cc1O (stereo not given)
    0	-1	4	-2	51*	7	29	32	-2	-4.5
#67 CNC(=S)Nc1ccc(OCc2ccccc2)cc1
    -5	-2	-7	0	1	0	-7	3	0	-0.6
#68 Cc1ccc(CNC(=O)Cn2ccc(NC(=O)OCc3ccccc3)nc2=O)o1
    2	3	-1	5	6	-4	1	-5	1	-1.4
#69 CN(C)c1ccc(C=C2C=C(c3ccccc3)OC2=O)cc1
    -2	-2	-5	32*	17	3	18	13	-3	-2.4
#70 Cc1nn(CC(=O)NC2CCS(=O)(=O)C2)c(C)c1[N+](=O)[O-] (stereo not given)
    -5	-1	-5	-3	3	27*	6	4	2	1.0
#71 CCN(C(=O)CSc1nc2nc(C)cc(C)n2n1)c1ccccc1
    3	3	2	10	-6	5	-5	-1	1	-1.6
#72 CCC1CCCCN1C(=O)Cn1c(C(=O)OC)cc2ccsc21 (stereo not given)
    -3	-1	-4	4	-6	4	-6	3	-2	-1.1
#73 CCOC(=O)/C(=C\c1ccc(Cl)cc1)c1nc2sc(C)c(C)c2c(=O)[nH]1
    5	4	-1	0	-1	0	0	-20	-4	0.3
#74 O=C(NS(=O)(=O)Oc1ccc(F)cc1F)OC[C@@H]1CCCN2CCCCC12 (stereo not given in full)
    5	1	-5	1	-1	0	6	0	-7	-1.3
